High-throughput results deposited in PubChem by National Center for Advancing Translational Sciences (NCATS).
FLuc modulator: qHTS profiling assay for firefly luciferase inhibitor/activator using purifed enzyme and Km concentrations of substrates (counterscreen for miR-21 project); Luciferin 4-monooxygenase (Photinus pyralis), P08659; purified FLuc, Km substrates, luminescence inhibition; Potency, µM (highest dose often 57.5 µM), inactives show top-dose activity change, negative = inhibition, actives largely listed as inhibitors; 360,000 compounds, 6.9% hits;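 note: potency is the fitted concentration of half-maximal effect; plate controls were vehicle for no effect and reference inhibitor for full effect; nearly all actives have a fitted effect of over 55% in size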
Target sequence (P08659 whole entry, looked up): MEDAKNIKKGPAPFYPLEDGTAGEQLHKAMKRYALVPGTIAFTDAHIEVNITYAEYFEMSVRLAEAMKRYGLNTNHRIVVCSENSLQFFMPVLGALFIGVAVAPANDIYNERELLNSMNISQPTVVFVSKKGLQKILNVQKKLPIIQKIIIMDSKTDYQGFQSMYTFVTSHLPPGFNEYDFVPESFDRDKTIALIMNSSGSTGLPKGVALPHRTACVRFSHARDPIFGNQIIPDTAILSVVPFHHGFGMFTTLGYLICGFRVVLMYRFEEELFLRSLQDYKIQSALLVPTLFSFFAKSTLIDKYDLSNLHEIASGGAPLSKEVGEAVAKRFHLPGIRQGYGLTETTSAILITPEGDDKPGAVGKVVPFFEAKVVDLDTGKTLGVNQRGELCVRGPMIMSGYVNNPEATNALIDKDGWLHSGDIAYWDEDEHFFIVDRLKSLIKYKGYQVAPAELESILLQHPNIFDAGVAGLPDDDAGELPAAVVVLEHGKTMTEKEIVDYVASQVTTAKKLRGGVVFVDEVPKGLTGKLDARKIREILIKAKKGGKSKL
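Purified P. pyralis luciferase, 10 nM final, with Km-level 10 uM D-luciferin and 10 uM ATP in 50 mM Tris acetate pH 7.5, 10 mM Mg acetate, 0.01% Tween-20, 0.05% BSA; 6-point qHTS titration about 60 µM downward; luminescence read.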
KCNH2 3.1 block: qHTS for Inhibitors of KCHN2 3.1: Mutant qHTS. U2OS KCNH2 3.1, thallium flux FluxOr; active compounds read low. AID 720553, 2013. 340,000 compounds, 0.95% hits. activity change, % (tested at about 1.8 µM);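 active = maximum activity change below -70%; inconclusive = maximum activity change from -70% to -50%; inactive = maximum activity change above -50%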;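 note: thallium influx rate constant from kinetic fluorescence after stimulation buffer; % is set by controls: 0 for no effect and ±100 for the full control effect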
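Measured as rate of thallium-driven FluxOr signal in transduced U2OS cells carrying the 3.1 channel, read kinetically for 2 min upon stimulation; values are rate constants scaled to DMSO control wells.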
Giardia kill: Small Molecules that selectively kill Giardia lamblia: qHTS. Giardia lamblia trophozoite viability. activity change, % at 7.66 µM, hits read low. 340,000 compounds, 0.15% hits. AID 540267, 2011; in the data active = activity change below about -80%; inconclusive = between about -30% and that limit;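 note: parasites exposed to compound for two days anaerobically before the ATP read; % is set by controls: 0 for no effect and ±100 for the full control effect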
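Viability, read as ATP luminescence: trophozoites at 100 cells/well, compound added, 48 hrs anaerobic at 37 deg C, then 15-30 min room-temperature development before reading.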
Coupling enz: qHTS Assay for Inhibitors of Fructose-1,6-bisphosphate Aldolase from Giardia Lamblia: Coupling assay counterscreen. coupling enzyme system counterscreen, AmpLite Red fluorescence. activity change, negative = inhibition, % at 58.2 µM, hits read low. 290,000 compounds, 0.67% hits; in the data active = activity change below about -30%; note: % is set by controls: 0 for no effect and ±100 for the full control effect
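Activity here indicates interference with the coupling reaction, not aldolase inhibition. Compounds at 57.5 uM final met coupling enzymes for 10 min at RT; substrate and AmpLite Red detection followed, with a 525/598 nm fluorescence read after 20 min.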
RORg inh: qHTS for inhibitors of ROR gamma transcriptional activity; Nuclear receptor ROR-gamma (Mus musculus), P51450; Drosophila S2 Gal4-RORgamma UAS-luciferase reporter, 20 h; Potency, µM (series often up to 53.6 µM), inactives show at the highest dose activity change, negative = inhibition, hits mostly inhibitors; 310,000 compounds, 5.4% hits; AID 2551, 2010; note: potency is the fitted concentration of half-maximal effect; % is set by controls: 0 for no effect and ±100 for the full control effect; nearly all actives have a fitted effect of over 60% in size
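In this cell-based reporter format, copper sulfate (700 uM final) drives Gal4–ROR gamma fusion expression from a metallothionein promoter in Drosophila Schneider cells; compounds preincubated 1 hr, reporter read after 20 hr at ambient temperature.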
ELG1 genotoxic: qHTS screen for small molecules that induce genotoxicity in human embryonic kidney (HEK293T) cells expressing luciferase-tagged ELG1; HEK293T ELG1-luciferase reporter, luminescence, 16 h; Potency, µM (doses to about 46 µM), for inactives: top-dose activity change, positive = activation, most hits filed as activators; 330,000 compounds, 1.3% hits; AID 504466, 2011; note: potency is the fitted concentration of half-maximal effect; % of control where 0% means no effect; nearly all actives have a fitted effect of over 60% in size
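Genotoxicity was scored as increased ELG1-luciferase reporter signal, measured by ONE-Glo luminescence (30 min, room temperature). Compound or vehicle exposure of the HEK293T reporter cells lasted 16 hr at 37°C.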
Gal4-VP16 FLuc: VP16 counterscreen qHTS for inhibitors of ROR gamma transcriptional activity; Drosophila S2 Gal4-VP16 UAS-luciferase, luminescence, 20 h; 310,000 compounds, 3.5% hits; Potency, µM (highest dose often 53.6 µM), inactives show at the top dose activity, negative = inhibition, hits mostly inhibitors;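 note: Gal4-VP16 expression switched on by copper sulfate through the metallothionein promoter; potency is the fitted concentration of half-maximal effect; % is set by controls: 0 for no effect and ±100 for the full control effect; nearly all actives have a fitted effect of over 50% in size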
Rab9 promoter act: qHTS Assay for Rab9 Promoter Activators; Huh7 Rab9 promoter-luciferase reporter, luminescence, 24 h; Potency, µM (titrated, usually from 9.22 µM), without a hit: top-dose activation, negative = inhibition, usual class: activators; 320,000 compounds, 2.8% hits; AID 485297, 2010; note: potency is the fitted concentration of half-maximal effect; % of control where 0% means no effect; nearly all actives have a fitted effect of over 60% in size
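Cell-based reporter: Huh7 stable for Rab9 promoter-driven luciferase, plated in reduced-serum medium with 10% FBS at 1500 cells/well, compound-treated 24 h at 37 °C, luminescence read after 10 min reagent.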
uPA generation: qHTS for Inhibitors of Cell Surface uPA Generation; 330,000 compounds, 0.31% hits; cell surface uPA generation assay, qHTS; Potency, µM (series often up to 38.3 µM), without a hit: at the top dose activity change, negative = inhibition, actives largely listed as inhibitors; active = well fitted inhibition curve with a large enough effect; inconclusive = small, poorly fitted or top-dose-only effect; inactive = no such curve, though single readings can be large or run the other way; tested in mouse RAW 264.7 cells; note: potency is the fitted concentration of half-maximal effect; % is set by controls: 0 for no effect and ±100 for the full control effect; nearly all actives have a fitted effect of over 55% in size
NPC1 prom act: qHTS Assay for NPC1 Promoter Activators. Huh7 NPC1 promoter luciferase reporter, 24 h. Potency, µM (top dose mostly 9.22 µM), inactives show top-dose activation, usual class: activators. 320,000 compounds, 2.4% hits. AID 485313, 2010;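 note: potency is the fitted concentration of half-maximal effect; % of control where 0% means no effect; nearly all actives have a fitted effect of over 60% in size; reporter is driven by a mutant NPC1 promoter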
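Stable NPC1-promoter luciferase Huh7 line; cpd (DMSO) 24 h, 37 °C, 5% CO2; Amplite luciferase reagent 10 min RT; luminescence readout. qHTS format.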
Tb PFK inh: qHTS Assay to Find Inhibitors of T. brucei phosphofructokinase. ATP-dependent 6-phosphofructokinase (Trypanosoma brucei brucei), O15648. T. brucei PFK, ADP-Glo luminescence. Potency, µM (doses to about 57.5 µM), inactives show at the highest dose activity, negative = inhibition, usual class: inhibitors. 330,000 compounds, 0.17% hits;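 note: potency is the fitted concentration of half-maximal effect; 0% = uninhibited 1x PFK enzyme wells and -100% = no-enzyme wells; nearly all actives have a fitted effect of over 60% in size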
Target sequence (O15648 whole entry, looked up): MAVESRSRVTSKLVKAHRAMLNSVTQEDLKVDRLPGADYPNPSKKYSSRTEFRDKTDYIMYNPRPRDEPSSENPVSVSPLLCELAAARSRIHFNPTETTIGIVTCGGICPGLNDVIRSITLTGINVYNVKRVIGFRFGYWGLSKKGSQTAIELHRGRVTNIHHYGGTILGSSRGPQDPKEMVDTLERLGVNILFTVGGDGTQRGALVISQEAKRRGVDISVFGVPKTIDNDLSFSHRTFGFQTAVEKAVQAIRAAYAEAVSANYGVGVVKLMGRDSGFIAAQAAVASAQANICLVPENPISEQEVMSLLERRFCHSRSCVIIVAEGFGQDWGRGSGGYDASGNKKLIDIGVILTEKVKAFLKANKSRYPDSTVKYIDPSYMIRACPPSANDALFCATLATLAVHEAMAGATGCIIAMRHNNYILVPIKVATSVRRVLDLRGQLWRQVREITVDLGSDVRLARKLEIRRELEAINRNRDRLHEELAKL
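Compounds were pin-transferred as a titration series up to 57 uM into substrate buffer (0.5 mM F6P, 0.1 mM ATP, pH 8.0), then 1.25 nM PFK was added and reactions ran 45 min before ADP-Glo detection.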
* marks the source's active call; other numbers are inactive results; ? = inconclusive; / = not tested or not shown; & = joins results of further samples; [ ] = another dose, or the depositor's remark. Unless noted, calls come from the whole dose curve; as a rule, active = well fitted curve in the direction sought with a large enough effect; inconclusive = small, poorly fitted or top-dose-only effect, or another doubt; inactive = no such curve, though single readings can be large; an effect the other way counts as inactive or inconclusive. Hits appear at their usual frequency; 14% or so of the library scored in one or more.

Each structure is followed by: FLuc modulator, KCNH2 3.1 block, Giardia kill, Coupling enz, RORg inh, ELG1 genotoxic, Gal4-VP16 FLuc, Rab9 promoter act, uPA generation, NPC1 prom act, Tb PFK inh
COc1ccc(C(CC(=O)N2CCCC(C)C2)c2c(O)cc(OC)cc2OC)cc1 (stereo not given)
    -0.1%, -13.1, 2.1&-2.0, -1.8&1.4, 2µM*, 2.5%, 14.3%&-21.0%, -2.4%, 4.1%, 0.8%, -0.7%
Cc1ccc(NC(=O)CN(C)C(=O)COc2cc(F)ccc2[N+](=O)[O-])cc1
    4.2%, 18.5, 0.2, -1.5, 5.3%, 0.1%, 1.0%, -2.5%, -1.8%, -0.4%, -0.2%
CC(=O)Nc1nnc(SCC(=O)Nc2nc(C)cs2)s1
    2.5%, 7.3, -1.1, /, -1.0%, 4.6%, -0.3%, 4.6%, 3.2%, 3.1%, -0.7%
CCOC(=O)c1c(C)oc2ccc(NS(=O)(=O)c3cccs3)cc12
    -0.8%, -6.3, 5.0, 4.0, -1.4%, -4.9%, -4.4%, -1.3%, -7.7%, -1.3%, 1.4%
O=C(c1cccnc1)N1CCN(S(=O)(=O)c2cccs2)CC1
    4.9%, 11.8, 14.1, 2.1, 4.8%, -1.1%, -8.2%, -6.5%, 1.8%, -2.7%, -5.7%
CCn1c(=O)n(CCc2ccccc2)c(=O)c2c3c(sc21)CCCC3
    -1.3%, 0.1, -10.7, 0.1, -11.5%, -9.3%, 11.4%, -2.6%, /, -2.5%, -2.8%
CCOc1ccc(C(=O)NCC2CCCO2)cc1OCC (stereo not given)
    -1.6%, -12.6, 11.3, 0.6, -8.8%, 4.0%, -0.3%, -1.0%, -6.6%, -9.1%, -6.0%
CCC(=O)Nc1cccc(-c2nc3ncccc3o2)c1C
    1.8%, 1.7, -24.0, 5.5, -16.0%, 3.7%, 2.2%, -1.7%, -0.9%, -1.4%, 1.4%
O=C(N/N=C/c1cn(-c2cccs2)nc1-c1ccccc1)c1ccc(O)cc1
    4.26µM*, 2.8, 4.0, -1.4, ?, -19.1%, 17.8µM*, 3.6%, 2.1%, 7.0%, -0.7%
Cc1ccc(CSc2nnc(-c3ccco3)n2N)cc1
    -6.3%, -11.1, -8.3, 5.3, 41.7%, 1.4%, 13.4%, -0.7%, 0.7%, 4.8%, 0.0%
COc1ccc(/C=C/c2cc(=O)c3cc(Cl)ccc3o2)cc1
    ?, -6.6, -10.3, -4.1, 35.7%, -0.9%, -5.5%, -3.1%, -4.7%, -3.7%, 1.0%
CC(C)Oc1cccc(C(=O)NC(=S)N2CCN(c3ccc(C(F)(F)F)cc3[N+](=O)[O-])CC2)c1
    0.3%, /, -0.9, -1.5, 0.447µM*, -9.7%, 1.12µM*, -10.3%, -5.4%, -8.9%, -0.8%
Cc1nn(C)c(C(=O)NNC(=S)NC2CCCCC2)c1Br
    ?, 6.8, -0.8, 0.3, ?, 21.6%, ?, ?, 4.1%, 14.1%, -4.4%
Cn1nc(C(F)(F)F)c(C(=O)Nc2ccc(C(F)(F)F)cc2)c1Cl
    -6.6%, -10.9, -12.9, 2.0, 39.4%, -3.6%, 0.5%, 0.3%, 0.9%, -4.6%, 0.7%
Cc1cc(C)c(S(=O)(=O)c2ccc(Cl)cc2C)c(Cl)n1
    -4.1%, 6.3, -7.6, -10.3, 3.2%, -5.0%, -10.1%, 0.2%, -7.1%, -5.9%, -4.0%
COc1ccc(C(=O)Nc2cc(S(=O)(=O)N3CCCC3)ccc2Cl)cc1
    /, -0.9, 7.3, /, /, -0.9%, /, /, 2.2%, /, 0.7%
COc1ccc(-c2nc(N)ncc2-c2ccccc2OC)c(O)c1
    0.2%, -10.7, -21.4, -21.6, -6.0%, -5.0%, 0.8%, -3.4%[1.84 µM], -20.4%, -2.2%, 2.8%
O=C(Nc1ccc(Cn2cccn2)cc1)c1ccc(COc2cccc(Br)c2)cc1
    15.1µM*, -10.4, 6.9, 0.4, ?, ?, 12.1%, 0.501µM*, -0.2%, 0.562µM*, 1.3%
O=c1c2ccccc2nc(SCc2cccc(F)c2)n1-c1cccc(S(=O)(=O)N2CCCC2)c1
    -1.6%, -30.1, -12.5, -11.5, 28.8%, -5.0%, -8.1%, 2.1%, 4.4%, -3.6%, 7.7%
O=C(COC(=O)Cc1cccc(C(F)(F)F)c1)NCc1ccco1
    0.1%, -0.9, 11.5, /, /, -3.0%, /, -5.6%, ?, 0.8%, 8.49µM*
Cc1onc(-c2ccccc2Cl)c1C(=O)Nc1ccccc1C(=O)NC(C)C
    4.4%, 10.4, 4.6, -2.2, 6.6%, -16.5%, -4.8%, -0.1%, 5.1%, -1.6%, -6.0%
Cc1nnc(SCc2ccc(Cl)cc2)n1CC1CCCO1 (stereo not given)
    -2.1%, 8.2, -25.7, -10.4, 8.5%, -4.0%, -5.0%, 1.8%, -5.8%, 4.4%, -5.0%
CCC1=C(C)CN(C(=O)NCCc2ccc(S(=O)(=O)NC(=O)NC3CCC(C)CC3)cc2)C1=O (stereo not given)
    /, 2.0, 11.1, 16.5&4.9, ?, /, 8.4%, /, ?, /, /
Cc1ccccc1NCC(=O)N/N=C\C=C\c1cccc([N+](=O)[O-])c1
    -9.7%, 9.1, 0.0, -0.5, ?, 1.6%, ?, -3.6%, 2.4%, -1.7%, -11.7%
CC(=O)OC(Cn1ccnc1)c1ccccc1 (stereo not given)
    -0.5%, -1.8, -21.3, 0.1, -13.5%, 0.0%, -1.8%, 0.3%, 8.6%, -1.6%, 0.2%
CCCCN(CC)c1nc(N)c2c(N)nc(OCC)cc2c1C#N
    ?, -7.7, -2.1, -48.3*, 11.7%, -1.4%, 0.6%, 6.7%, 7.2%, 6.5%, 1.5%
COCCn1c(SCC#N)nnc1-c1ccc2c(c1)OCO2
    1.0%, -2.4, -17.5, -0.4, 15.8%, -0.1%, -14.0%, -0.3%, /, 2.7%, 1.6%
COc1ccc(OC)c(NC(=O)c2cc3c(=O)n4ccccc4nc3n2C)c1
    3.1%, -7.5, 9.4, 0.9, ?, 10.4%, -9.4%, 0.4%, 0.5%, -8.0%, -1.9%
Cc1ccsc1C1C(C(=O)O)c2ccccc2C(=O)N1C (stereo not given)
    0.3%, 17.3, -10.9, 0.5, 16.4%, 0.2%, -4.6%, 1.2%, 0.8%, -0.3%, -3.4%
Cc1ccc(-n2ncc3c(N4CCC5(CC4)OCCO5)ncnc32)c(C)c1
    -15.5%, 16.6, 17.4, 0.7, ?, -9.6%, 3.5%, -9.2%, 6.1%, 5.9%, 1.6%
CCN(CC)CCC(=O)N1c2ccccc2CCc2ccc(NC(=O)OC)cc21
    0.9%, 15.6, -19.8, 0.6, 5.2%, 0.7%, -0.2%, -0.4%, 1.7%, -9.5%, 0.9%
CC(C)c1ccc(/C=C(\NC(=O)c2ccccc2)C(=O)NCCCN2CCOCC2)cc1
    0.3%, -38.5, -8.9, 0.9, -0.6%, 0.5%, -2.1%, 0.1%, 0.0%, -2.0%, 0.5%
CCc1c(C(=O)OC)nnc2cc(C)nn12
    15.1%, 5.9, 6.9, 1.1, ?, 5.3%, 8.3%, 0.0%, -1.9%, -1.8%, -1.1%
Cc1cc(C)c(NC(=S)NC(NC(=O)c2ccccc2)C(Cl)(Cl)Cl)c(C)c1 (stereo not given)
    -1.6%, -11.2, 0.2, -1.2, 20µM*, -11.4%, ?, 9.0%, -4.2%, -9.6%, 1.3%
CCN1C(=O)CS/C1=N\c1nccs1
    0.9%, -17.9, 0.4, -1.2, 0.8%, 4.1%, -3.2%, -2.8%, 0.7%, 1.1%, -3.4%
O=C(O)c1ccc(Cl)c(S(=O)(=O)N2CCCC2)c1
    3.2%, -4.5, -0.2, 10.0, -25.4%, 0.1%, 0.9%, -0.2%, 9.9%, -7.6%, 2.3%
COCCn1c(C)cc(C(=O)COc2ccc(C)nc2[N+](=O)[O-])c1C
    -3.2%, -0.8, ?, -6.9, -29.7%, 8.9%, -14.0%, -12.9%, -2.3%, -16.2%, -8.0%
CCCNC(=O)c1ccc(SCC(=O)N(CC)CC)c([N+](=O)[O-])c1
    0.8%, -9.2, 25.8, 1.7, 12.2%, 3.4%, 0.8%, -0.1%, -1.3%, 0.3%, -2.6%
